SENP6 block: SENP6 protease inhibitors, primary screen, biochemical, luminescence, uHTS | Sentrin-specific protease 6 (Homo sapiens), Q9GZR1 | Recombinant SENP6 catalytic domain, aminoluciferin luminescence | inhibition, % at 10 µM | 330,000 compounds, 1.8% hits;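 active means inhibition above about 50% at the single tested dose, limit read from the data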;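 further: plate controls were DMSO wells with enzyme for no effect and DMSO wells lacking enzyme for full effect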
Target sequence (Q9GZR1 628-1112 limits assumed): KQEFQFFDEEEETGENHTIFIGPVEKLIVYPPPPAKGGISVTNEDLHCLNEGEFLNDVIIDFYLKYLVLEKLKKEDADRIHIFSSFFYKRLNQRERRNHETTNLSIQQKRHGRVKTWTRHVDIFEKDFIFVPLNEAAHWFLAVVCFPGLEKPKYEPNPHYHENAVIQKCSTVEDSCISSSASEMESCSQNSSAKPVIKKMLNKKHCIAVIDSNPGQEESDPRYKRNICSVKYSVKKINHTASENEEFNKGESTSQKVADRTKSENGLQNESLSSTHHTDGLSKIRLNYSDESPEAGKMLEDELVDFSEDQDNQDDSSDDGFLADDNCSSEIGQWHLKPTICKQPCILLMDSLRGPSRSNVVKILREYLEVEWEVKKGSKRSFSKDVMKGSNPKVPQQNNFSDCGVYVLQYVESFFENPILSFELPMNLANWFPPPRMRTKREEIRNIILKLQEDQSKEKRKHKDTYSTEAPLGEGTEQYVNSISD
beta cell repl: inducers of MIN6 beta-cell proliferation, primary screen, ATP luminescence, uHTS. MIN6 cells proliferation, ATPlite luminescence, 48 h; cells starved in 0.2% serum; 100% = growth in 10% serum. proliferation, % at 10 µM. 330,000 compounds, 0.29% hits;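 active means compounds whose signal lies at least 3.5 SD above the mean of all wells on their plate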;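 further: 0% = DMSO-treated cells in low-serum medium and 100% = 10% serum control; some compounds called inactive have numbers as strong as hits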
SENP8 block-1: human SENP8 protease inhibitors, primary screen, biochemical, fluorescence, Nedd8 protein substrate, uHTS | recombinant SENP8 | 360,000 compounds, 0.64% hits | AID 602440, 2012 | inhibition, % at 20 µM; in the data active means inhibition mostly above about 40%, no sharp cut-off; inactive means mostly below about 27%
SENP8 block-2: SENP8 protease inhibitors, primary screen, biochemical, luminescence; inhibition, % at 10 µM; purified SENP8, Z-RLRGG-aminoluciferin cleavage; AID 2540, 2010; 330,000 compounds, 1.2% hits; Sentrin-specific protease 8 (Homo sapiens), Q96LD8; in the data active means inhibition above about 50%
SENP1 inh: human SENP1 catalytic domain inhibitors, primary screen, biochemical, FRET, uHTS; recombinant SENP1 catalytic domain, CyPet-SUMO1-YPet FRET cleavage; 360,000 compounds, 0.21% hits; inhibition, % at 10 µM;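 active means inhibition at least 30% at 10 µM, raw YFP signal under a set limit, fluorescence ratio 0.5 to 1.5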;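 further: 0% = enzyme with DMSO and 100% = no enzyme wells; some results filed as inactive read as strong as hits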
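Controls: no-enzyme wells low, DMSO-plus-enzyme wells high control. Test system: human recombinant His6-tagged SENP1 catalytic domain enzyme. Reagent: SFCypet-SUMO1-SFYpet FRET protein substrate, 25 nM final. Doses: one dose per compound, 10 µM, 0.5% DMSO. Detection: FRET, CFP and YFP emission. Timing: 50 min reaction at room temperature.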
SENP7 block: SENP7 protease inhibitors, primary screen, biochemical, luminescence, uHTS. AID 434973, 2010. 330,000 compounds, 1.5% hits. Sentrin-specific protease 7 (Homo sapiens), Q9BQF6. recombinant SENP7, Z-RLRGG-aminoluciferin luminescence, 40 min. inhibition, % at 5 µM;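 active means inhibition above about 50% at the single test dose, limit read from the data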;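 further: plate controls were DMSO with enzyme for no effect and no enzyme buffer wells for full effect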
Target sequence (Q9BQF6 706-1050 limits assumed): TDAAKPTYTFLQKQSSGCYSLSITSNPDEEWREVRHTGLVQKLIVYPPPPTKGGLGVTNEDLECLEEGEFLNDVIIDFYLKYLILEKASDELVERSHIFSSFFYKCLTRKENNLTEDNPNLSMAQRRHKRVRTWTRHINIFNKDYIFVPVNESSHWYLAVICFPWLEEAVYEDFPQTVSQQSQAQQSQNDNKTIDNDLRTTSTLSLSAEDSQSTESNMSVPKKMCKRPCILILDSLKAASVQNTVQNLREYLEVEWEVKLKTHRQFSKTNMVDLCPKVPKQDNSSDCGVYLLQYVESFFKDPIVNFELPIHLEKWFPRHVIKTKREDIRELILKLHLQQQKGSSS
PfG6PD inh: PfG6PD enzyme inhibitors, primary screen, biochemical, fluorescence intensity, uHTS; glucose-6-phosphate dehydrogenase-6-phosphogluconolactonase (Plasmodium falciparum 3D7); PfGluPho enzyme, NADPH resazurin-diaphorase fluorescence; 350,000 compounds, 0.78% hits; inhibition, % at 20 µM;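 active means inhibition reaching at least a set limit at 20 µM in the primary screen, cut at about 59% in these data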;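 further: 0% = DMSO wells with substrate and 100% = DMSO wells lacking glucose-6-phosphate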
HKDC1 inh: HKDC1 hexokinase inhibitors, primary screen, biochemical, fluorescence, uHTS | inhibition, % at 20 µM | 340,000 compounds, 0.16% hits | AID 493160, 2011 | Q2TB90 | recombinant HKDC1, G6PDH/diaphorase resazurin coupled fluorescence;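 active means inhibition above about 35% when tested at 20 µM, limit read from the data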;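 further: plate controls were DMSO wells with enzyme for no effect and DMSO wells lacking enzyme for full effect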
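Assay system: recombinant HKDC1 hexokinase; detection: coupled resazurin fluorescence, excitation 525 nm, emission 613 nm; benchmarks: DMSO-plus-enzyme-mix negative control, buffer-substituted positive control; compound dosing: single 20 µM dose; schedule: 90 min at room temperature in dark; also added: glucose plus 1 mM ATP as hexokinase substrates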
UBC13 inh: UBC13 polyubiquitin chain formation inhibitors, primary screen, biochemical, TR-FRET, uHTS; Ubiquitin-conjugating enzyme E2 N (Homo sapiens), P61088; 330,000 compounds, 0.47% hits; inhibition, % at 20 µM; in the data active means inhibition above about 45%, passing the limit was not always enough
Target sequence (P61088 whole entry, looked up): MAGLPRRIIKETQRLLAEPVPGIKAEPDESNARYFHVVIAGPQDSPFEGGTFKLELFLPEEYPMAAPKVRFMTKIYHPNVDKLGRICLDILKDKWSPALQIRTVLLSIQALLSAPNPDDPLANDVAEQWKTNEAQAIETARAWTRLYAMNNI
Starred values were filed as active, the others as inactive; nt = no result given. No enrichment for hits (roughly 4% active in at least one column).

structure	SENP8 block-2	SENP1 inh	SENP6 block	HKDC1 inh	PfG6PD inh	beta cell repl	UBC13 inh	SENP7 block	SENP8 block-1
O=C(N/N=C/c1cc([N+](=O)[O-])cc([N+](=O)[O-])c1O)/C(=C\c1cccs1)NC(=O)c1ccccc1	-2	11	-2	-1	-28	0.0*	-23	8	21
Cc1c(Cl)c(C(F)(F)F)nn1CC(=O)N1CCSCC1	1	-8	-7	-9	-15	-1	6	3	22
COc1ccc(C)cc1S(=O)(=O)N(CC(=O)Nc1cccc([N+](=O)[O-])c1)c1ccc(C)cc1	-2	1	0	-7	17	-2	-6	5	19
O=C(/C=C/c1ccc(OC(F)F)cc1)Nc1cccc(S(=O)(=O)N2CCOCC2)c1	-3	1	-17	2	22	-5	-14	3	-10
Cc1c(C(=O)OC(C)CCN(C)C)oc2ccccc12 (stereo not given)	-1	-1	-18	2	-6	-3	17	5	2
c1ccc(CSc2nnc(NC3=NCCCCC3)s2)cc1	2	0	4	-3	7	0	5	-3	-2
O=C(CCNC(=O)c1ccc([N+](=O)[O-])cc1)Nc1ccccc1N1CCCC1	-4	-2	0	0	2	-2	-2	2	12
NS(=O)(=O)c1ccc(N/N=C/c2ccc[nH]2)c([N+](=O)[O-])c1	-5	4	-11	-2	6	-2	-431	8	35*
O=C(Cn1cc(C(=O)C(F)(F)F)c2ccccc21)NCc1ccco1	3	-1	-10	0	-9	-3	21	-3	14
COc1ccc(NC(=O)CSc2nnnn2C2CCCCC2)c(OC)c1	-8	2	-8	-8	-5	-2	-10	-9	7
CC(NC(=O)Nc1ccc(Br)cc1)C(C)(C)C (stereo not given)	4	3	9	16	19	1	7	1	24
OCCN(CCCn1c(-c2ccncc2)nc2ccccc21)c1nc(CN2CCCCC2)cs1	-2	-4	-9	1	7	-1	9	-3	-30
CN(C(=O)COC(=O)c1ccc(Br)c([N+](=O)[O-])c1)c1c(N)n(Cc2ccccc2)c(=O)[nH]c1=O	-1	0	-8	2	-3	1	-5	3	5
O=C(NCCCN1CCc2ccccc2C1)Nc1ccc(Cl)cc1	-3	0	-15	-13	-1	-2	5	-11	22
O=[N+]([O-])c1cccc(Nc2nc(Cl)nc(Cl)n2)c1	-4	3	-3	-9	3	-3	-2	-1	5
CC(C)c1c(C(=O)N/N=C/c2ccc(OCc3ccccc3)cc2)nnn1-c1nonc1N	-2	-3	9	-4	7	-1	-14	1	-10
CCCNC(=O)CCn1cc(-c2ccc(OC)cc2)nc1CCN	-11	1	-11	-10	1	0	7	0	0
COc1ccc(CCC(=O)N2CCN(S(=O)(=O)c3cccs3)CC2)cc1	-3	1	-17	3	9	1	2	-2	-6
c1ccc(-c2cnc(-c3cccnc3)o2)cc1	0	1	0	5	4	-2	0	4	-482
O=C1NCCN(Cc2ccoc2)C1CC(=O)N(CCO)Cc1ccccc1 (stereo not given)	-9	-7	-8	-9	-8	-2	1	12	-8
O=C1C2CCC(C(O)C2)N1Cc1ccccc1 (stereo not given)	4	-1	-4	-5	-7	1	2	2	11
O=C(CNC(=O)/C=C/c1ccco1)N=Nc1c(O)[nH]c2ccccc12	-10	5	7	51*	28	-3	0	2	15
Cn1c(=O)c2nc(SCc3ccccc3)n(C)c2n(C)c1=O	nt	1	nt	-3	-5	nt	nt	nt	15
COc1ccc(NC(=O)c2ccco2)cc1NC(=O)c1cccnc1	-2	1	4	-3	4	0	7	1	10
N#Cc1cc2c(=O)n3ccccc3nc2n(CCCn2ccnc2)c1=N	0	-27	-33	3	5	1	-6	1	-276
Cc1csc(=O)n1CC(=O)OCC(=O)NNC(=O)c1ccc([N+](=O)[O-])cc1	-11	1	-4	-5	-13	-4	-9	-16	26
COCCN(C(=O)CSc1nnc(C)n1Cc1ccccc1)c1c(N)n(CC(C)C)c(=O)[nH]c1=O	-4	1	-19	1	6	-1	19	2	13
COc1cccc(CC(=O)n2nc(N)c3cc4ccc(OC)cc4nc32)c1	14	-52	-9	-2	-8	-3	15	7	-414
Cc1cc(OCC(=O)NCC2CCC(C(=O)O)CC2)c2c(C)c(Cc3ccccc3)c(=O)oc2c1 (stereo not given)	9	2	12	-1	3	-1	5	-7	-171
CC(C(=O)N(C1CC1)C1(C(=O)Nc2ccccc2)CCCC1)N1C(=O)c2ccccc2C1=O (stereo not given)	-7	0	-2	-5	-3	-3	-2	-7	4
CC1CN(C(=O)c2cccc(S(=O)(=O)Nc3ccccc3Cl)c2)CC(C)O1 (stereo not given)	1	1	1	-4	-13	-1	4	-2	-3
CC(C)NC(=O)NC(=O)COc1ccc(Br)cc1Br	-12	-1	9	13	-7	-2	-8	2	0
COc1ccc(Nc2oc(COc3cccc(C)c3)nc2C#N)cc1	-10	-2	-23	1	23	-4	-5	-12	16
Cc1ccc(C)c(OCc2nnc(N)s2)c1	-3	2	-1	2	-8	-2	3	-2	11
Cc1cccc(NC(=O)CCC(=O)NCCO)c1	-5	-1	-16	6	-8	-1	4	0	11
CN1CCN(C(=S)c2cn(CCOc3ccccc3F)c3ccccc23)CC1	-2	3	-8	-1	18	-3	17	1	12
COC(=O)CN(c1ccccc1OC)S(=O)(=O)c1ccccc1	-2	2	4	18	12	-1	7	-4	11
O=C(Nc1ccccc1)c1ccc(N2CCN(c3ccccn3)CC2)c(S(=O)(=O)N2CCOCC2)c1	3	-1	-2	0	30	-3	32	16	5
COc1ccc(Nc2cc(C(=O)NCCCN3CCN(C)CC3)c3ccccc3n2)cc1OC	3	4	0	11	10	-1	6	4	19
CC(C)CNC(=O)c1cccc(NC(=O)C2CCCO2)c1 (stereo not given)	4	0	10	-13	-25	-2	1	6	12
Cc1oc(-c2ccc(-c3ccccc3)cc2)nc1CN1CCN(CC(=O)N(C)C)CC1	-4	-2	-1	-8	4	0	3	3	-13
COc1cccc(CN(C)CC(=O)NCc2ccccc2Cl)c1OC	-1	0	-27	1	-6	0	3	0	22
CCOc1ccc(CN2CCN(Cc3cccc4c3OCO4)CC2CCO)cc1 (stereo not given)	-1	0	-17	-7	6	-1	0	-6	6
COc1ccc(C(=O)NC2(C(F)(F)F)C(=O)Nc3c2c(=O)[nH]c(=O)n3CCc2ccc(OC)c(OC)c2)cc1 (stereo not given)	-1	0	-13	3	8	-2	6	0	0
COC(=O)c1sccc1NC(=O)Cn1nnc(-c2ccccc2C)n1	-7	1	-18	2	7	-1	3	-11	6
CCN(CC)c1ccc(N=Cc2ccc([N+](=O)[O-])o2)cc1	-10	20	6	5	69*	-6	-129	19	24
COc1ccc([C@H]2CC(=O)C=C(c3ccc(-c4ccccc4)cc3)C2)cc1OC	-11	1	2	0	-25	-1	-14	-10	-1
CCNC(=O)COC(=O)c1cc(C)n(-c2ccccc2)c1C	-15	0	-5	-10	-12	-3	-8	-11	7
Cn1c(=O)c2c(nc(SCc3ccc(C(=O)O)cc3)n2C)n(C)c1=O	2	1	-10	-3	-18	-1	6	-2	8
O=C(NCCN1CCNCC1)c1ccccc1O	5	0	-7	-3	1	-3	9	-7	-195

Some of these compounds in order of formula weight, descending.
structure	SENP8 block-2	SENP1 inh	SENP6 block	HKDC1 inh	PfG6PD inh	beta cell repl	UBC13 inh	SENP7 block	SENP8 block-1
O=C(Nc1ccccc1)c1ccc(N2CCN(c3ccccn3)CC2)c(S(=O)(=O)N2CCOCC2)c1	3	-1	-2	0	30	-3	32	16	5
Cc1cc(OCC(=O)NCC2CCC(C(=O)O)CC2)c2c(C)c(Cc3ccccc3)c(=O)oc2c1 (stereo not given)	9	2	12	-1	3	-1	5	-7	-171
Cc1oc(-c2ccc(-c3ccccc3)cc2)nc1CN1CCN(CC(=O)N(C)C)CC1	-4	-2	-1	-8	4	0	3	3	-13
CCOc1ccc(CN2CCN(Cc3cccc4c3OCO4)CC2CCO)cc1 (stereo not given)	-1	0	-17	-7	6	-1	0	-6	6
Cc1csc(=O)n1CC(=O)OCC(=O)NNC(=O)c1ccc([N+](=O)[O-])cc1	-11	1	-4	-5	-13	-4	-9	-16	26
Cn1c(=O)c2c(nc(SCc3ccc(C(=O)O)cc3)n2C)n(C)c1=O	2	1	-10	-3	-18	-1	6	-2	8
N#Cc1cc2c(=O)n3ccccc3nc2n(CCCn2ccnc2)c1=N	0	-27	-33	3	5	1	-6	1	-276
COc1ccc(NC(=O)c2ccco2)cc1NC(=O)c1cccnc1	-2	1	4	-3	4	0	7	1	10
COC(=O)CN(c1ccccc1OC)S(=O)(=O)c1ccccc1	-2	2	4	18	12	-1	7	-4	11
c1ccc(CSc2nnc(NC3=NCCCCC3)s2)cc1	2	0	4	-3	7	0	5	-3	-2
NS(=O)(=O)c1ccc(N/N=C/c2ccc[nH]2)c([N+](=O)[O-])c1	-5	4	-11	-2	6	-2	-431	8	35*

Next part.
structure	SENP8 block-2	SENP1 inh	SENP6 block	HKDC1 inh	PfG6PD inh	beta cell repl	UBC13 inh	SENP7 block	SENP8 block-1
CCOC(=O)/C=c1\s/c(=C\c2ccc3cc(OC)ccc3c2)c(=O)n1CC(=O)NCc1ccc2c(c1)OCO2	2	-25	5	1	9	-5	-24	4	-229
Cc1cccc(C)c1NS(=O)(=O)c1c(C(=O)N2CCCCC2)c(C)n(C)c1C	-3	0	-17	0	-18	-1	-2	0	10
CCCCOC(=O)CSc1nc2c(cc1C#N)C(=O)CC(C)(C)C2	3	2	-9	3	-1	0	16	-1	17
CN(C)CCCOC(=O)c1ccccc1	-3	3	-12	-14	3	-3	7	9	18
COCc1c(C(=O)OCC(=O)N2c3ccccc3CC2C)oc2ccccc12 (stereo not given)	2	0	-19	-2	-4	-1	2	8	13
O=C1NC(Cc2ccccc2)c2nc3ccc(F)cc3c(=O)n2-c2cc(Cl)ccc21 (stereo not given)	-1	nt	-11	nt	nt	0	12	-2	nt

Screening results (PubChem)
